From PubChem
D2 potentiator = positively modulates the human D2 dopamine receptor allosterically; P14416; HEK293 T-REx D2, calcium flux, EC20 dopamine potentiation; potentiation, % at 10 µM; 340,000 tested, 0.34% active;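 active means potentiation over 3 SD above the plate norm, cut at about 30% in these data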; further: 0% is about no effect
Target sequence (P14416 whole entry, looked up): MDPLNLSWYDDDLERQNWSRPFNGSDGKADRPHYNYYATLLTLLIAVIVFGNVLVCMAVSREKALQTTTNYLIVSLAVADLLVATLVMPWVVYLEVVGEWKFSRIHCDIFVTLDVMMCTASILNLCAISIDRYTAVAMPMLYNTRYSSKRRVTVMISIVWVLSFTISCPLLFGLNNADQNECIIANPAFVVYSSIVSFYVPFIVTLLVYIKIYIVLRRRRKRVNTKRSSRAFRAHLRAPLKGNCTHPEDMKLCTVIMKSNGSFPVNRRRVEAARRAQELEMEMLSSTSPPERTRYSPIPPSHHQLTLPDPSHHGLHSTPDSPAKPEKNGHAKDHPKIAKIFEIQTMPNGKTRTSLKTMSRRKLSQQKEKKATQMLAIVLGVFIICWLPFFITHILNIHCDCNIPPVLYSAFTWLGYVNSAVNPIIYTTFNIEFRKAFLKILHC
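Primary screen. Calcium kinetics in induced HEK293 T-REx D2 cells: compound pre-addition 180 s, EC20 dopamine, 180 s more.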
Glioma ERSR ind = inducers of ER stress response in human glioma cells. U87-MG GRP78 promoter luciferase reporter, 16 h. Potency, µM, for inactives: top-dose activation, most hits filed as activators. 420,000 tested, 0.02% active; further: potency means the concentration at half of the fitted maximal effect; series mostly up to about 76 µM; % of control where 0% means no effect; nearly all actives have a fitted effect of over 35% in size
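Stably transfected U87-MG glioma cells carrying a GRP78-based luciferase sensor; 16 h compound incubation. Luminescence end-point read 10 min after Bright-Glo addition at room temperature.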
Vif-A3G inh = Vif-A3G binding inhibition; Q9HC16; HeLa A3G-eYFP + Vif (tagged APOBEC3G with the HIV-1 protein that degrades it), YFP fluorescence, overnight; Potency, µM (series often up to 46.1 µM), inactives show at the highest dose activity, negative = active, usual class: inhibitors; 410,000 tested, 0.076% active;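 further: potency means the concentration at half of the fitted maximal effect; on the % scale 0 is the no-effect control and ±100 the full control effect; nearly all actives have a fitted effect of over 60% in size; hits raise eYFP signal because A3G escapes Vif-driven loss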
Target sequence (Q9HC16 whole entry, looked up): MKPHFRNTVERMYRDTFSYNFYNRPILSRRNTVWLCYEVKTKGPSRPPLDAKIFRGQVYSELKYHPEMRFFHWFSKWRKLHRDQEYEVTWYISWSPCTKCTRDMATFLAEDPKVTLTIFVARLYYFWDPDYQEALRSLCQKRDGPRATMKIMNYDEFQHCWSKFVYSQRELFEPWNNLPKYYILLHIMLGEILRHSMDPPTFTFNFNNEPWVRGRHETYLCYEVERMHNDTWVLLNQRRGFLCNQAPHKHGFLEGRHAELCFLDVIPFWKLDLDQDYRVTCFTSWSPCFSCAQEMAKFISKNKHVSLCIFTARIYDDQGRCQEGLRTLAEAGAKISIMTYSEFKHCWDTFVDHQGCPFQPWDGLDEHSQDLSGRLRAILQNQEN
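Read-out is eYFP fluorescence (Ex 488/Em 500-530) from Vif-expressing HeLa A3G-eYFP cells; more signal means A3G escaped Vif-mediated degradation. Cells plated overnight, compound pinned in, incubated overnight at 37 deg C.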
D1 agonist = agonists of human D1 dopamine receptor | P21728 | HEK293 T-REx D1 cells, calcium flux, agonist mode | activation, % at 2 µM | 360,000 tested, 1% active | AID 504660; in the data active means activation above about 30%; further: 0% is about no effect
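Agonism was scored from calcium flux recorded over 180 s (1 read/s) after pintool compound addition, following a 10-cycle baseline. Cells were inducible force-coupled HEK293 TREx D1, plated overnight at 30 C and loaded with no-wash calcium dye.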
D1 antag = blocks dopamine activation of the human D1 receptor. P21728. HEK293 TREx D1 cells, calcium flux, dopamine EC80; active compounds read low. activity change, negative = inhibition, % at 10 µM. 360,000 tested, 3.2% active; in the data active means activity change below about -30%; further: on the % scale 0 is the no-effect control and ±100 the full control effect
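Inducible Hek293 Trex D1 cells (tetracycline, overnight, 30 C). Calcium dye 30–90 min RT. Antagonist mode: EC80 dopamine added after 180 s compound read.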
Vif-A3F inh = inhibitors of Vif-A3F interaction. HeLa A3F-eYFP + Vif (tagged APOBEC3F with the HIV-1 protein that degrades it), YFP fluorescence increase. Potency, µM (doses to about 46.1 µM), without a hit: at the highest dose activity, negative = active. 390,000 tested, 0.2% active; further: potency means the concentration at half of the fitted maximal effect; % of control where 0% means no effect; nearly all actives have a fitted effect of over 65% in size
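HeLa cells stably expressing A3F-eYFP plus Vif, plated and incubated overnight at 37 deg C, then exposed to compounds overnight at 37 deg C. Blocked degradation read as raised yellow fluorescence (Ex 488/Em 500-530).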
RXFP1 agonist = RXFP1 (human) receptor agonism; Q9HBX9; AID 2676; Potency, µM (doses to about 57.5 µM), for inactives: at the top dose activation, hits mostly activators; HEK293T-RXFP1 cAMP TR-FRET, 30 min; response scale: percent of porcine relaxin response, buffer zero; 370,000 tested, 0.3% active; further: potency means the concentration at half of the fitted maximal effect; on the % scale 0 is the no-effect control and ±100 the full control effect; nearly all actives have a fitted effect of over 60% in size; many of its hits are not listed in these tables
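HEK293 cells stably expressing RXFP1, treated 30 min at 37C with compounds plus PDE4 inhibitor Ro 20174; cAMP measured by HTRF TR-FRET. Normalized to buffer and 29 nM porcine relaxin; EC50 by Hill fit.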
RXFP1 antagonist = antagonists of human relaxin receptor RXFP1. HEK293-RXFP1, relaxin-stimulated cAMP HTRF, 30 min; active compounds read low. activity change, negative = inhibition, % at 57.5 µM. 350,000 tested, 0.59% active;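 active means activity change of -60% or lower, but not beyond a set lower limit; inconclusive means change between -60% and -40%, or beyond the set limit; inactive means change above -40%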; further: on the % scale 0 is the no-effect control and ±100 the full control effect
D1 PAM = enhances dopamine response at the human D1 receptor; P21728; HEK293 TREx D1 cells, calcium flux, dopamine EC20 potentiation; potentiation, % at 10 µM; 360,000 tested, 0.036% active; in the data active means potentiation above about 30%; further: 0% is about no effect
The depositor's hits bear a star; ? = inconclusive; / = no result given; & = joins results of further samples. Unless noted, the call rests on the fitted dose curve; in most records, active means well fitted curve in the direction sought with a large enough effect; inconclusive means small, poorly fitted or top-dose-only effect, or another doubt; inactive means no such curve, though single readings can be large; an effect the other way counts as inactive or inconclusive. The list is partial; rates above refer to the full screens.

Every second line gives: D2 potentiator	Glioma ERSR ind	Vif-A3G inh	D1 agonist	D1 antag	Vif-A3F inh	RXFP1 agonist	RXFP1 antagonist	D1 PAM
- O=C(COC(=O)C1CC(=O)N(C2CCCCC2)C1)c1ccc(F)cc1 (stereo not given)
→ 3	-1%	0%	7	-12	4%	6.2%	-3	-3
- COc1ccc(N2C(=O)C3CCCN3C2c2cc(OC)c(OC)c(OC)c2)cc1 (stereo not given)
→ 12	-3%	0%	1	-1	0%	0.3%	11	/
- CCOc1ccccc1OC(C)C(=O)Nc1ccc(S(=O)(=O)N2CCCC2)cc1 (stereo not given)
→ -12	-5%	0%	3	8	12%	1.4%	-7	-4
- Cc1cccc(C)c1Nc1nc2ccccc2o1
→ -4	-3%	2%	-2	-24	4%	0.1%	-5	-7
- CCCCN(C)S(=O)(=O)c1ccc(C(=O)N(CCN(C)C)c2nc3ccc(C)cc3s2)cc1
→ -2	2%	4%	2	-39*	2%	0.6%	-1	-9
- O=S(=O)(N[C@@H]1C[C@H]2CC[C@@H]1C2)c1cccs1
→ 2	1%	0%	2	-2	-10%	-0.9%	8	-1
- CCCCOc1ccc(CNC(=O)NS(=O)(=O)c2ccc(OCC)cc2)cc1
→ 8	-10%	-3%	0	-7	3%	0.9%	6	-5
- CCOC(=O)c1cc(C#N)c(SCC(=O)c2cc(C#N)c(SC)nc2C)[nH]c1=O
→ -1	3%	0%	2	-7	-11%	2.0%	-2	-4
- Cc1cc(C)nc(-n2nc(C)c3c2NC(=O)CC3c2cc(F)ccc2F)n1 (stereo not given)
→ 9	-3%	-4%	-1	1	4%	4.0%	-2	0
- OC(c1nc2ccc(F)cc2[nH]1)C(O)c1nc2ccc(F)cc2[nH]1 (stereo not given)
→ 1	-4%	0%	1	17	0%	0.0%	0	4
- CCOC(=O)c1cccc(NC(=O)CN(c2ccc(OC)cc2)S(=O)(=O)c2c(C)noc2C)c1
→ -6	-7%	-1%	7	-1	-7%	1.3%	2	-1
- CC(=O)Nc1ccc(NC(=O)C2CC(=O)N=C(N)S2)cc1 (stereo not given)
→ 7	-3%	-1%	1	-3	2%	-0.4%	/	-1
- COc1cc(Nc2nc(SCC(=O)c3ccc(Cl)c(Cl)c3)nc3ccccc23)cc(OC)c1
→ 2	-3%	-10%	15	-13	-19%	3.4%	-12	0
- O=C(Cc1csc(Nc2nc(=S)[nH]c3ccccc23)n1)NCc1ccccc1Cl
→ /	-1%	1%	/	/	-13%	-0.4%	3	/
- CCc1ccc(NC(=O)CCCc2nnc3n(CCCOC)c(=O)c4sccc4n23)cc1
→ -7	-1%	-2%	3	-3	-7%	9.5%	0	4
- O=C(COc1ccccc1)N(Cc1cccnc1)c1nc2ccc(F)cc2s1
→ -10	-2%	6%	7	/	1%	2.9%	0	-2
- O=C(COc1cccc(F)c1)NNC(=O)Cc1ccc(Br)cc1
→ -12	-2%	-7%	3	-1	-9%	0.2%	13	-5
- O=C(c1cccnc1)N1C2CCC1CC(O)(c1ccc(F)cc1)C2 (stereo not given)
→ -8	-3%	0%	2	5	6%	2.7%	-2	1
- CCCCCC(=O)N1C[C@@H](O)[C@H](n2cc(C3CC3)nn2)C[C@@H]1c1ccc(Cl)cc1
→ /	-3%	2%	/	/	0%	/	-8	/
- Cc1cc(=O)oc2c3c(cc(OCC(=O)NCC(=O)N[C@H](C(=O)O)C(C)C)c12)OC(C)(C)CC3
→ 14	4%	3%	7	-5	-15%	19%	5	1
- CCOC(=O)CSc1nc2sc3c(c2c(=O)[nH]1)CC(C)(C)OC3
→ -2	5%	-4%	1	-1	6%	0.4%	-6	2
- Cc1ccc(Cl)cc1N1CCN(S(=O)(=O)c2ccc3c(c2)CC(C)N3C(=O)C2CCC2)CC1 (stereo not given)
→ -1	-3%	2%	2	4	-5%	0.2%	-7	-2
- CN(C1=NS(=O)(=O)c2ccccc21)c1ccc(OC(=O)c2ccccc2F)cc1
→ /	-2%	-5%	/	/	-3%	/	5	/
- Cc1ccc(N2C(=O)c3cccc4c(N5CCN(C)CC5)ccc(c34)C2=O)c2cccnc12
→ -15	-2%	?	28	4	?	-0.2%	-17	-2
- Nc1ccc2oc(-c3ccccc3Br)nc2c1
→ 2	-8%	-12%	0	5	-4%	8.7%	/	-3
- Cc1ccc([N+](=O)[O-])cc1S(=O)(=O)N1CCNCC1
→ 2	0%	1%	2	-1	8%	-0.5%	-8	1
- O=C(N/C(=C\c1ccc([N+](=O)[O-])cc1)C(=O)N1CCOCC1)c1ccccc1
→ -4	-4%	1%	4	0	9%	0.3%	-1	5
- Cc1ccc(CN2CCN(Cc3cn[nH]c3C3CCCCC3)CC2CCO)cc1 (stereo not given)
→ -23	-4%	1%	0	3	3%	-1.0%	2	-1
- Cc1cc(N(C)Cc2ccccc2)nc2cc(O)ccc12
→ -3	1%	2%	3	-2	-8%	4.5%	-6	2
- Cc1ccccc1NC(=O)C(C)Sc1nnc(-c2ccncc2)n1CC1CCCO1 (stereo not given)
→ 11	-4%	-1%	0	12	-1%	4.5%	-7	-1

Next section; it opens with the three that closed the last part.
Every second line gives: D2 potentiator	Glioma ERSR ind	Vif-A3G inh	D1 agonist	D1 antag	Vif-A3F inh	RXFP1 agonist	RXFP1 antagonist	D1 PAM
- Cc1ccc(CN2CCN(Cc3cn[nH]c3C3CCCCC3)CC2CCO)cc1 (stereo not given)
→ -23	-4%	1%	0	3	3%	-1.0%	2	-1
- Cc1cc(N(C)Cc2ccccc2)nc2cc(O)ccc12
→ -3	1%	2%	3	-2	-8%	4.5%	-6	2
- Cc1ccccc1NC(=O)C(C)Sc1nnc(-c2ccncc2)n1CC1CCCO1 (stereo not given)
→ 11	-4%	-1%	0	12	-1%	4.5%	-7	-1
- C/C=C(/C)C(=O)Nc1cccc(C2=NOC3(C2)C[C@@H](C(N)=O)N(C(=O)[C@H]2CCC(=O)N2)C3)c1 (stereo not given in full)
→ 8	-3%	1%	5	-20	1%	0.3%	/	-6
- COc1ccc(CCNC(=O)C(=O)NCC(c2ccco2)S(=O)(=O)c2cccs2)cc1 (stereo not given)
→ 2	-2%	4%	14	/	-1%	1.2%	-4	-1
- Cc1cc(C)nc(-n2cc(C(=O)c3cc(F)ccc3O)cn2)n1
→ 13	-2%	0%	0	-3	-8%	0.3%	0	-1
- Nn1c(=O)c2ccccc2n2c(SCc3ccccc3)nnc12
→ 3	-1%	1%	4	14	/	-1.0%	5	14
- COc1ccc(OCCn2c(C(C)Oc3ccccc3)nc3ccccc32)cc1 (stereo not given)
→ -3	-6%	-2%	20	3	2%	0.5%	-37	-3
- COCC(C)n1c(C)cc(C(=O)Cn2nc(C(=O)O)c3ccccc3c2=O)c1C (stereo not given)
→ 3	-1%	0%	1	1	-17%	1.0%	2	6
- Cc1c(Cl)cccc1NC(=O)c1cc(-c2ccco2)on1
→ 16	3%	-1%	4	5	9%	-2.1%	-9	-2
- CC(C)N1CCN(CC2COc3ccccc3O2)CC1 (stereo not given)
→ -10	-1%	0%	5	17	-1%	-3.0%	-2	-7
- O=C1OC(c2ccc(Cl)cc2)=C/C1=C/c1cccnc1
→ -5	-3%	0%	1	3	8%	-1.3%	-6	0
- CCNC(=O)O/N=C1\CCCCC1c1ccc([N+](=O)[O-])cc1[N+](=O)[O-] (stereo not given)
→ -11	-6%	4%	1	2	-24%	0.0%	-11	-5
- Cn1cc(Br)c(C(=O)Nc2sc3c(c2C#N)CCC3)n1
→ -3	-1%	0%	4	13	-25%	5.1%	-3	-4
- O=C1NC2c3ccccc3CC2O1 (stereo not given)
→ 5	-4%	0%	1	12	6%	1.6%	/	-2
- COc1cc2nc(C(C)(C)C)oc(=O)c2cc1OC
→ 9	-5%	1%	5	2	-38%	3.0%	1	-12
- O=C(COC(=O)c1cc(Cl)ccc1O)Nc1ccccc1C(=O)NC1CC1
→ /	-2%	0%	/	/	4%	/	1	/
- O=C(CSc1nnnn1-c1ccc2c(c1)OCCO2)c1cccc2c1OCCO2
→ -5	3%	1%	5	-4	-3%	6.6%	2	-3
- Cc1ccccc1OCC(=O)NCC(=O)OCC(=O)c1ccc([N+](=O)[O-])cc1
→ 2	-1%&-1%	2%&2%	3	-7	2%	-2.8%	-5	-5
- CC(Oc1ccc(Br)cc1)C(=O)N(Cc1ccccc1)c1c(N)n(Cc2ccccc2)c(=O)[nH]c1=O (stereo not given)
→ /	-2%	-11%	/	/	-7%	/	4	/
- CCC(C)Nc1cc(C)nc2ncnn12 (stereo not given)
→ 2	13%	0%	0	5	2%	4.0%	-2	0
- N#Cc1cc(NC(=O)c2ccc(F)cc2)c(=O)n2c1[nH]c1ccccc12
→ -18	/	/	19	-4	/	0.8%	/	-3
- Cc1cccc2cc(CN(CC3CCCO3)C(=O)c3cccs3)c(=O)[nH]c12 (stereo not given)
→ 3	0%	-8%	0	11	4%	2.1%	14	2
- CC(C)(C)Cc1nnc(NS(C)(=O)=O)s1
→ /	-5%	0%	/	/	0%	/	20	/
- COc1cc(/C=C/C(=O)c2ccc(NS(=O)(=O)c3ccc(C)cc3)cc2)ccc1OC(F)F
→ -7	-12%	-17%	8	-8	-3%	-0.4%	-25	5
- COc1cccc(N2CCN(C(=O)C3CCN(S(=O)(=O)c4c(C)noc4C)CC3)CC2)c1
→ 5	-4%	2%	4	-8	-9%	-1.3%	/	-2
- CC(=O)NC(=O)NC1OC(=O)C(Cl)=C1Cl (stereo not given)
→ -5	11%	-12%	2	4	1%	0.1%	-9	-8
